Gli-Sufu block: antagonists of Gli-Sufu signaling; Sufu-KO-LIGHT fibroblasts, Gli luciferase reporter luminescence; inhibition, % at 5 µM; actives 0.74% (n = 340,000); AID 588413;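 active = inhibition above about 55%, limit read from the data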;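 also: 0% = DMSO-treated cells and 100% = wells with medium but no cells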
CCR6 antagonist: antagonists of human CCR6 receptor. actives 0.49% (n = 340,000). P51684. CHO-K1 CCR6 PathHunter beta-arrestin, luminescence, CCL20-stimulated. inhibition, % at 20 µM. AID 493098;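 active = compounds whose inhibition of the agonist-driven luminescence signal at 20 µM reaches about 50%, limit read from the data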;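 also: cells stimulated with CCL20 at 14 nM final; plate controls were DMSO with CCL20 for no effect and DMSO without agonist for full effect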
UBC13 inh: inhibitors of human UBC13 polyubiquitin chain formation; P61088; TR-FRET; inhibition, % at 20 µM; actives 0.47% (n = 330,000); in the data active = inhibition above about 45%, passing the limit was not always enough
Target sequence (P61088 whole entry, looked up): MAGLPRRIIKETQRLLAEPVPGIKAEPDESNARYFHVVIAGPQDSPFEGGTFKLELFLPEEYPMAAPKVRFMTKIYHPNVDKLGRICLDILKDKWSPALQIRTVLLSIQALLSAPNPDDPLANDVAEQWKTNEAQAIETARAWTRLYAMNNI
EBI2 block: EBI2 (human) antagonism; actives 0.81% (n = 360,000); EBI2 beta-arrestin recruitment, luminescence, 7a,25-OHC stimulated; P32249; inhibition, % at 5 µM; in the data active = inhibition above about 38%;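 also: enzyme fragment complementation signal reports receptor beta-arrestin coupling in cells; 0% = agonist plus DMSO wells and 100% = wells without agonist; some results beyond the cut were filed as inactive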
Target sequence (P32249 whole entry, looked up, the tested form may be a part): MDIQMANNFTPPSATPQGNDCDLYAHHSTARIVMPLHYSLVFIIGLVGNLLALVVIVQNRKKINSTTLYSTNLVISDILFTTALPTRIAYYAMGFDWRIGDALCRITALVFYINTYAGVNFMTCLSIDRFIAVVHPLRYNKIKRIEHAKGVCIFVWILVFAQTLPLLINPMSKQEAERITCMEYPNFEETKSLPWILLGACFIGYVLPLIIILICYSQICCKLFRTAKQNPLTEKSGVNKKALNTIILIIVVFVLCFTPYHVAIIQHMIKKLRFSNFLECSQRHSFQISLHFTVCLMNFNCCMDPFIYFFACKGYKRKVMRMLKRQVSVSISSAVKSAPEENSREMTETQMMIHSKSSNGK
SENP8 inh: blocks the human protease SENP8; Q96LD8; AID 2540; purified SENP8, Z-RLRGG-aminoluciferin cleavage, luminescence; actives 1.2% (n = 330,000); inhibition, % at 10 µM
Target sequence (Q96LD8 whole entry, looked up): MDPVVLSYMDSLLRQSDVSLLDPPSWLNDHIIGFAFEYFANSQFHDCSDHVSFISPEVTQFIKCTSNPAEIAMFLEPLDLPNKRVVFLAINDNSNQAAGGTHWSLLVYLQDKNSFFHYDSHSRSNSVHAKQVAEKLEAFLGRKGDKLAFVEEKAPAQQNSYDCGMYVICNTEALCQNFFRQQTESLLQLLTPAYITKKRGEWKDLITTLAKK
Jurkat NFkB inh: inhibitors of the PMA/ionomycin-induced NF-kB reporter in Jurkat cells | inhibition, % at 4 µM | actives 0.53% (n = 330,000) | PMA/ionomycin-induced NF-kB luciferase reporter, luminescence | AID 435003
Apaf-1 inh: inhibitors of human Apaf-1 apoptosome; inhibition, % at 20 µM; reconstituted apoptosome caspase-3 activity, DEVD-Rh110 fluorescence; actives 0.71% (n = 330,000); active = inhibition of at least 40% at 20 µM;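 also: plate controls were DMSO wells for no effect and DEVD-CHO caspase inhibitor wells for full effect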
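System – cell-free apoptosome with Apaf-1, procaspase-3 and caspase-9 · Buffer or medium – pH 7.5 Hepes buffer with CHAPS, BSA, DTT · Also added – cytochrome c with DEVD-Rh110 · Times – 30 min compound preincubation, 50 min activation, room temperature · Technique – Rh110 fluorescence intensity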
697 NFkB inh: lowers PMA/ionomycin-induced NF-kB signal in 697 B cells; 697 B-cell NF-kB luciferase reporter, 16 h; inhibition, % at 4 µM; actives 0.33% (n = 330,000); in the data active = inhibition above about 35%
Active calls of the source: *; . = not tested or not shown. Rule as the data show it, unless noted: active = inhibition above about 50%; inactive = the rest.

Values run as follows: Gli-Sufu block	CCR6 antagonist	UBC13 inh	EBI2 block	SENP8 inh	Jurkat NFkB inh	Apaf-1 inh	697 NFkB inh
1: O=C(NC1=NCCS1)C1CCN(S(=O)(=O)c2cc([N+](=O)[O-])ccc2Cl)CC1
 : 1	-5	-17	-21	-13	-3	10	8
2: CCC(C)(C(=O)NC1CCCCC1)N(C(=O)c1cnccn1)c1c(C)n(C)n(-c2ccccc2)c1=O (centres undefined)
 : 0	-12	-1	-18	-2	-10	11	17
3: O=C(Cc1cccs1)N(CC1CCCO1)C1(C(=O)NC2CCCCC2)CCCCC1 (centres undefined)
 : 12	15	-5	15	-3	13	3	11
4: CC(C)NC(=O)CSc1ccccc1C(=O)N1CCN(S(=O)(=O)/C=C/c2ccccc2)CC1
 : 5	-3	-9	-2	-3	-3	-2	-8
5: CCCCSC1=C(C#N)C(c2ccccc2C)CC(=O)N1 (centres undefined)
 : 10	1	2	11	5	4	12	15
6: Cc1cc(NC(=O)CN2CCCC(C)C2)no1 (centres undefined)
 : -7	3	-3	-10	4	-11	-5	2
7: COc1ccc(N2CSC3=C(C#N)C(c4cc(OC)ccc4OC)CC(=O)N3C2)c(OC)c1 (centres undefined)
 : 15	14	-50	-3	3	-2	32	-4
8: CCSC1=NC(C)(C)C=C(/C=C/c2ccc(Cl)cc2Cl)N1
 : 6	66*	-3	13	-4	-13	18	-14
9: N#Cc1ccccc1NC(=O)COC(=O)CCc1ccc(S(=O)(=O)N2CCCCC2)cc1
 : -7	-4	0	-7	-8	2	5	-3
10: COc1ccc(Cl)c2sc(N3CCN(C(=O)c4ccco4)CC3)nc12
 : 11	5	3	6	-8	7	21	-8
11: Cc1ccccc1Nc1nc(N)nc(CN2CCN(Cc3ccc4c(c3)OCO4)CC2)n1
 : 2	-5	-2	0	-8	16	-25	-3
12: Cc1cccnc1NS(=O)(=O)c1cccc([N+](=O)[O-])c1
 : 5	7	0	-11	8	2	2	3
13: CCCN(CCC)CCCNC(=O)c1nn(-c2cccc(OC)c2)c(=O)c2ccccc12
 : 29	2	6	13	1	-8	-12	8
14: Cc1ccsc1/C=N/n1c(-c2cc(-c3ccccc3)n[nH]2)n[nH]c1=S
 : 5	6	-5	42	7	-4	14	1
15: CC(C)CCC(O)(CCC(C)C)C(=O)NNc1ccccc1
 : 8	22	7	6	-5	-5	25	5
16: O=C(C1=C[C@H](c2ccc(C(F)(F)F)cc2)C[C@H](OCc2ccc(CO)cc2)O1)N1CCN(Cc2ccccc2)CC1
 : -3	9	2	21	-3	-33	36	-57
17: CC(C)[C@H]1COCCS(=O)(=O)N1Cc1ccccc1-c1cccc(Cl)c1
 : -15	23	.	5	.	.	18	11
18: COc1cc(NC(=O)CCC(=O)Nc2ccc3nc(N4CCOCC4)cc(C)c3c2)cc(OC)c1OC
 : -11	2	10	-12	8	-18	-1	-19
19: C/C(=N\NC(=S)NCc1ccccc1)c1cccc(Br)c1
 : -2	29	1	7	11	1	-10	1
20: O=C(NCc1ccc(Cl)cc1)C1CCCN(c2ncnc3c2nc2n3CCCCC2)C1 (centres undefined)
 : 10	15	4	-1	0	-5	20	-38
21: O=C(Nc1nnc(S(=O)(=O)N2CCOCC2)s1)c1ccccc1Br
 : -1	7	-1	-14	15	20	-95	0
22: COc1ccc(NC(C)C(=O)N/N=C/c2c(O)ccc3ccccc23)cc1 (centres undefined)
 : 14	-9	-6	2	-8	9	15	1
23: CS(=O)(=O)N1CCc2cc(NC(=O)c3ccc(Cl)cc3Cl)ccc21
 : -10	12	-1	13	-3	-6	8	-17
24: O=C(CN(C(=O)Cn1nnc(-c2cccs2)n1)c1ccc2c(c1)OCCO2)NC1CCCCC1
 : 3	18	-6	37	-5	-3	-13	3
25: O=C(/C=C/c1ccc(OCc2c(F)cccc2Cl)cc1)N1CCOCC1
 : 4	10	-2	8	3	-38	-4	-256
26: CC(=O)Nc1ccc(S(=O)(=O)N2CCC(NC(=O)C(Cc3ccc(C)cc3)NC(C)=O)CC2)cc1 (centres undefined)
 : -8	5	-7	-11	-4	-29	4	-13
27: COc1ccc(Br)cc1S(=O)(=O)NCCN1CCOCC1
 : 13	1	1	8	-6	13	-2	-2
28: Cc1c(NS(=O)(=O)c2ccccc2F)c(=O)n(-c2ccccc2)n1C
 : -13	9	-10	6	-6	-1	-5	-7
29: Cc1ccc2nc(NCCCO)nc(-c3ccccc3)c2c1
 : 12	-2	14	-1	2	-6	8	-10
30: CC1CCCCC1N1CCN(C(=O)c2cccc(F)c2)CC1 (centres undefined)
 : 3	3	-12	5	-6	-2	21	8

Grouped by structure: those above containing bromine (3)
Values run as follows: Gli-Sufu block	CCR6 antagonist	UBC13 inh	EBI2 block	SENP8 inh	Jurkat NFkB inh	Apaf-1 inh	697 NFkB inh
19: C/C(=N\NC(=S)NCc1ccccc1)c1cccc(Br)c1
 : -2	29	1	7	11	1	-10	1
21: O=C(Nc1nnc(S(=O)(=O)N2CCOCC2)s1)c1ccccc1Br
 : -1	7	-1	-14	15	20	-95	0
27: COc1ccc(Br)cc1S(=O)(=O)NCCN1CCOCC1
 : 13	1	1	8	-6	13	-2	-2

(next part)
Values run as follows: Gli-Sufu block	CCR6 antagonist	UBC13 inh	EBI2 block	SENP8 inh	Jurkat NFkB inh	Apaf-1 inh	697 NFkB inh
31: COCc1cc(C(C)=O)ccc1OC
 : 12	5	5	4	6	5	0	18
32: CN(C(=O)CSc1nnc(COc2ccccc2F)n1N)C1CCCCC1
 : 5	-4	-2	-4	-9	0	-5	17
33: O=S(=O)(NC1CCCCC1NCc1ccco1)c1ccc(Cl)cc1 (centres undefined)
 : 0	1	6	6	-4	-8	-24	3
34: COc1cc(/C=C(\C#N)c2nc3c(s2)CC(C)CC3)ccc1O (centres undefined)
 : .	.	-64	27	-5	-71	-2	-69
35: CCN1C(=O)[C@H]2[C@@H](c3ccc(-c4ccccc4)cc3)N[C@@](Cc3ccccc3)(C(=O)OC)[C@H]2C1=O
 : -2	11	-12	-7	-6	14	19	7
36: Fc1ccc(NC(=S)Nc2nccs2)cc1
 : 36	49	12	2	8	-55	-16	-77
37: CC1C2Cn3c(nc4ccccc43)C1N(C(C)C)O2 (centres undefined)
 : -11	-9	-1	-2	-1	-8	4	29
38: COc1ccc(C(=O)Nc2ccc(S(=O)(=O)Nc3onc(C)c3C)cc2)cc1OC
 : 2	10	-3	0	-2	-4	-9	10
39: O=C(Nc1cc(S(=O)(=O)N2CCCC2)ccc1OCC(F)(F)F)c1ccccc1F
 : 19	7	13	6	-6	0	2	-8
40: CCCCCCCCNc1ccccc1S(=O)(=O)NCc1ccccc1
 : -4	18	.	-5	.	.	29	-1
41: COc1ccccc1N(CC(=O)NC(C)(C)C)C(=O)c1ccc(Cl)nc1
 : 16	-4	1	-4	2	-8	1	-1
42: COc1ccc(C(=O)Nc2cnn(Cc3c(F)cccc3Cl)c2)cc1OC
 : 19	7	-2	-2	-6	-3	-10	27
43: Fc1cc(F)cc(NC(=S)Nc2ccccc2N2CCOCC2)c1
 : 9	15	2	-8	3	-16	-23	-8
44: O=C(CN1CCN(Cc2ccccc2)CC1)NNC(=O)c1ccc(Cl)cc1
 : 6	5	-1	-2	-20	20	15	11
45: COc1ccccc1C(=O)Nc1ccnn1C1CCN(Cc2csc(C(C)=O)c2)CC1
 : 9	-6	0	-8	-4	7	-6	-10
46: CCc1ccccc1NC(=O)CN(c1ccc(OC)cc1OC)S(=O)(=O)c1ccccc1[N+](=O)[O-]
 : 24	18	-5	7	8	7	7	0
47: Cc1ccc(S(=O)(=O)NC2CCCc3ccccc32)cc1C (centres undefined)
 : 6	13	0	-19	1	15	8	5
48: S=C(NCc1ccccc1)NNc1ccccc1
 : 2	-1	8	0	1	0	-6	4
49: CCOc1ccc(NC(=O)COC(=O)Cc2ccsc2)cc1
 : -3	5	-14	-19	-7	-10	3	-5
50: Cc1ccc(C)c(N(CC(=O)Nc2ccccc2C(=O)NCc2ccco2)S(=O)(=O)c2ccccc2)c1
 : 16	15	9	-5	8	-2	7	8
51: CC/C(Cc1ccccc1)=N/NC(=O)c1cccc(Br)c1
 : -9	-6	-3	-22	-14	-8	-1	-29
52: CCN(C(=O)COC(=O)c1cc(NS(=O)(=O)c2ccc(Cl)c([N+](=O)[O-])c2)ccc1O)C1CCCCC1
 : 3	4	-8	11	-6	-6	29	4
53: Nc1nc(N2CCN(C/C=C/c3ccccc3)CC2)nc2ccccc12
 : 7	0	13	10	0	0	0	2
54: Cc1ccc(-c2ccc([C@H]3[C@H]4C=CC[C@@H](C)[C@@H]4C(=O)N3Cc3ccccc3)c(F)c2)cc1
 : 20	10	2	17	3	31	16	15
55: CCc1n[nH]c(=S)n1/N=C/c1ccc(NC(C)=O)cc1
 : .	6	10	-3	0	1	-15	11
56: COc1cc2nc(CN3CCN(S(=O)(=O)c4ccccc4)CC3)[nH]c(=O)c2cc1OC
 : -2	3	2	47*	-1	24	-3	11
57: COc1ccc(-c2noc(N3CCC(C(=O)NCCCN4CCCCC4)CC3)n2)cc1
 : 2	-3	12	-4	-8	4	7	-1
58: Cc1cc(C)c(-c2nc3ccccc3s2)[nH]1
 : -19	12	8	5	59*	-13	0	-32
59: COc1ccc(C2CC(c3ccccc3)=NN2C(=O)CCC(=O)O)cc1 (centres undefined)
 : -25	-9	-8	4	-10	-2	-12	-19
60: O=C(NCCc1nc(-c2ccc(F)cc2)no1)c1ccc(F)cc1
 : 1	-5	7	0	2	9	-8	16
61: COc1ccc(CCNc2ncnc3c2[nH]c2cc(OC)c(OC)cc23)cc1OC
 : 1	4	12	-16	3	-3	6	26
62: O=C(Nc1cccnc1)c1ccc2c(c1)C(=O)N(CC1CCCO1)C2=O (centres undefined)
 : -7	-7	-1	10	-5	12	5	10

Of the compounds above, 5 contain a thiophene ring, fused or not:
Values run as follows: Gli-Sufu block	CCR6 antagonist	UBC13 inh	EBI2 block	SENP8 inh	Jurkat NFkB inh	Apaf-1 inh	697 NFkB inh
3: O=C(Cc1cccs1)N(CC1CCCO1)C1(C(=O)NC2CCCCC2)CCCCC1 (centres undefined)
 : 12	15	-5	15	-3	13	3	11
14: Cc1ccsc1/C=N/n1c(-c2cc(-c3ccccc3)n[nH]2)n[nH]c1=S
 : 5	6	-5	42	7	-4	14	1
24: O=C(CN(C(=O)Cn1nnc(-c2cccs2)n1)c1ccc2c(c1)OCCO2)NC1CCCCC1
 : 3	18	-6	37	-5	-3	-13	3
45: COc1ccccc1C(=O)Nc1ccnn1C1CCN(Cc2csc(C(C)=O)c2)CC1
 : 9	-6	0	-8	-4	7	-6	-10
49: CCOc1ccc(NC(=O)COC(=O)Cc2ccsc2)cc1
 : -3	5	-14	-19	-7	-10	3	-5

Some of the compounds tested; the hit share may differ from the screen's.
